Runt-CBFb FRET: inhibitors of human RUNX1 Runt domain binding to CBFb. Q01196+Q13951. Cerulean-Runt/Venus-CBFb FRET ratio 530/480, 1 h. inhibition, % at 20 µM. hit rate 0.46% among 220,000;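 active means inhibition over about 50% at 20 µM in the single-dose screen, limit read from the data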;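 further: 0% = DMSO wells and 100% = excess unlabeled CBFb competitor control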
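test system = Cerulean-Runt domain fusion protein, energy donor | probe or stimulus = Venus-CBFb binding partner, 100 nM | incubation = two 1 h room-temperature incubations shielded from light | detection = fluorescence energy transfer, 422 nm excitation, 530/480 nm emission | measure = loss of energy transfer signal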
MDM2 E3 inh: inhibitors of human Mdm2 E3 ubiquitin ligase. cell-based MDM2 ubiquitination luciferase reporter, 2 h; 0 = plate control, 100 = twice control, blank-subtracted. signal enhancement, % at 5 µM. hit rate 0.11% among 210,000. Q00987;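 active means signal enhancement of 30% or more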;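 further: luminescence tracks abundance of the self-degrading MDM2-luciferase fusion protein; higher signal means inhibition of MDM2 E3 ligase activity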
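Material: stable MDM2–luciferase fusion reporter cells / Quantity: 2000 cells/well / Dosing: single 5 µM compound dose, 0.2% final DMSO / Buffer or medium: DMEM / Schedule: 4 h cell settling then 2 h compound exposure, 37 °C / Detection: luminescence with SteadyLite reagent, 15 min at room temperature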
14-3-3 Bad inh: disrupts binding of bovine 14-3-3 zeta to phospho-Bad peptide. P63103. inhibition, % at 21.7 µM. hit rate 0.71% among 220,000. TR-FRET 14-3-3zeta/Dy647-pBad peptide displacement, 1 h;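 active means inhibition above about 70%, limit read from the data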;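 further: 0% = full 14-3-3 plus peptide FRET controls and 100% = background without 14-3-3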
Target sequence (P63103 whole entry, looked up): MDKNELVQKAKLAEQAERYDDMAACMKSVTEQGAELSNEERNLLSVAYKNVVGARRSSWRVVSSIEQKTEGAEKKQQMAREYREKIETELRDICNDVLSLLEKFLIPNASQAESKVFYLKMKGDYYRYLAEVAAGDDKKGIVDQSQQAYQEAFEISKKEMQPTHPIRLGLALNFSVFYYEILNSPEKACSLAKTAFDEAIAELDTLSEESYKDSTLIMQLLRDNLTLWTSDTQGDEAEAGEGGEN
Hck-Nef inh: inhibitors of human Hck kinase activated by Nef; Recombinant Hck-YEEI plus Nef, Z-Lyte FRET kinase assay; inhibition, % at 20 µM; hit rate 0.68% among 220,000; AID 463187;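 active means Hck-Nef kinase inhibition above about 50%, limit read from the data; inactive means inhibition below that limit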;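 further: 0% = DMSO with Hck plus Nef and 100% = Hck alone without Nef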
Target sequence (P08631 whole entry, looked up): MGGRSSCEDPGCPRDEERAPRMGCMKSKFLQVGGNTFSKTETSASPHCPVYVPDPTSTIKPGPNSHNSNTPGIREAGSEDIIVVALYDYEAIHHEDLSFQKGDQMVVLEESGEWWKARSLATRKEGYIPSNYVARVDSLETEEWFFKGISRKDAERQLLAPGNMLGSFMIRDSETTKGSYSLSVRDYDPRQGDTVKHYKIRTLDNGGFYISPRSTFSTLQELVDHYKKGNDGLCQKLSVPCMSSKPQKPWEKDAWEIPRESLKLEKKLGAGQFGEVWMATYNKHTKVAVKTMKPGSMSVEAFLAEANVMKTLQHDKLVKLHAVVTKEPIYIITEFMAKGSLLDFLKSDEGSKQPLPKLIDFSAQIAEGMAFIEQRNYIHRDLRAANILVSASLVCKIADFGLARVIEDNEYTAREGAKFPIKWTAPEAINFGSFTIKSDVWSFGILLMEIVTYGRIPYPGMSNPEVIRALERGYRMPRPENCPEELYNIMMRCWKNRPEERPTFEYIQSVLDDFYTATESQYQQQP
Runt-SMMHC FRET: inhibitors of human RUNX1 Runt domain binding to CBFb-SMMHC | Q01196+Q13951 | Cerulean-Runt/Venus-CBFb-SMMHC FRET ratio 530/480, 1 h | inhibition, % at 20 µM | hit rate 0.74% among 220,000 | AID 1434;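 active means mean inhibition across duplicate retests at 20 µM reaching about 50%, limit read from the data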;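 further: 0% = DMSO wells and 100% = wells with excess untagged CBFb-SMMHC; inhibitors lower the FRET ratio by blocking Runt binding to CBFb-SMMHC; some results filed as inactive read as strong as hits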
NCF1 inh: inhibitors of human p47phox binding. p47phox/p22phox peptide binding, fluorescence polarization, 2 h. inhibition, % at 24.7 µM. hit rate 0.53% among 220,000;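 active means inhibition above about 30%, limit read from the data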;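 further: 0% = p47phox with labelled peptide and 100% = labelled peptide alone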
zVAD death inh: L929 zVAD cell death inhibition; L929 zVAD necroptosis rescue, ATP luminescence, 24 h; with zVAD 60 µM; viability rescue, % at 10 µM; hit rate 0.38% among 220,000;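 active means activation, scaled between plate controls, above about 75%, limit read from the data; inactive means activation under that limit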;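 further: 0% = zVAD with DMSO and 100% = DMSO alone without zVAD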
EBV gp42 inh: blocks Epstein-Barr virus glycoprotein 42 binding | Q1HVG2 | Fluorescence polarization binding assay, mP read-out | inhibition, % (tested at 21.74 µM) | hit rate 0.42% among 220,000 | AID 1085; in the data active means inhibition above about 50%
Target sequence (Q1HVG2 whole entry, looked up): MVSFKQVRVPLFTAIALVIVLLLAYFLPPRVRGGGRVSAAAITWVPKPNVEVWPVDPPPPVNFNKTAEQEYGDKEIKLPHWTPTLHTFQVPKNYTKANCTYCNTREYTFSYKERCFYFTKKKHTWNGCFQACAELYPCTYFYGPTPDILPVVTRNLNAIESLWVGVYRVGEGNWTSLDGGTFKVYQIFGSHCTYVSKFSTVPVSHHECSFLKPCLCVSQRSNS
Tb hexokinase: blocks Trypanosoma brucei hexokinase 1 activity | recombinant TbHK1, G6PDH-coupled NADH A340 | inhibition, % at 10 µM | hit rate 0.11% among 220,000 | AID 1430;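 active means inhibition of 50% or more in the single-dose primary screen; inactive means inhibition below 50%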
* marks the source's active call; other numbers are inactive results; nt = not tested or not shown; [ ] = another dose, or the depositor's remark.

Sample of the layout, two compounds:
SMILES	Runt-CBFb FRET	MDM2 E3 inh	14-3-3 Bad inh	Hck-Nef inh	Runt-SMMHC FRET	NCF1 inh	zVAD death inh	EBV gp42 inh	Tb hexokinase
CSCCC(NS(=O)(=O)c1ccc(Cl)cc1)C(=O)OCC(=O)N(C(C)C)C(C)C (stereo not given)	-2	-9	5	1	-6	-3	-1.3	12	-6
CC1CCN(C(=O)C2CCN(S(=O)(=O)c3cccnc3)CC2)CC1	3	-3	10	1	1	-8	-0.5	6	-2

All compounds of this part, from the first entry:
SMILES	Runt-CBFb FRET	MDM2 E3 inh	14-3-3 Bad inh	Hck-Nef inh	Runt-SMMHC FRET	NCF1 inh	zVAD death inh	EBV gp42 inh	Tb hexokinase
CSCCC(NS(=O)(=O)c1ccc(Cl)cc1)C(=O)OCC(=O)N(C(C)C)C(C)C (stereo not given)	-2	-9	5	1	-6	-3	-1.3	12	-6
CC1CCN(C(=O)C2CCN(S(=O)(=O)c3cccnc3)CC2)CC1	3	-3	10	1	1	-8	-0.5	6	-2
CC(=O)NC(c1ccccc1)c1c(O)ccc2ccccc12 (stereo not given)	nt	-43	-5	15	nt	-6	-0.1	-11	-2
CCc1c(C)sc(NC(=O)c2cccs2)c1C(=O)OC(C)C	-4	-6	0	-1	-7	-17	2.0	-14	-7
c1ccc(-c2ccc(-c3nc(-c4ccncc4)no3)cc2)cc1	2	-6	-1	-1	4	-3	-0.7	-36	-6
COc1ccc2c(c1)C=C(C(=O)OCc1cccnc1)CO2	-9	-18	-1	20	-38	2	0.1	-2	-9
Cc1cccnc1Nc1nc(-c2ccc(O)c(O)c2)cs1	65*	-8	2[fluorescence artefact?]	1	52*	4	14	-3	-6
CN(C)CC(C)(C)CN=Cc1c(O)[nH]c2ccccc12	-2	-7	-13	12	-2	88*	0.4	-3	-44
COC(=O)c1nnn(CC(=O)NC(=O)Nc2cccc(Cl)c2C)c1C(=O)OC	-1	-17	-5	23	1	-7	0.2	-13	-5
CS(=O)(=O)Nc1ccc(C(=O)Nc2ccc3c(c2)OCCO3)cc1	1	2	5	-21	2	-13	0.8	-12	-3
CC(=O)N(C1=C(N)C(=O)c2ccccc2C1=O)C(C)C	-2	-36	-5	15	-1	7	1.8	11	-2
CN(C)c1ccc(C(CNC(=O)c2ccc(C#N)cc2)c2c[nH]c3ccccc23)cc1 (stereo not given)	6	-1	-5	5	10	-11	1.2	-1	2
C=CCNc1nc2c(c(=O)n(C)c(=O)n2C)n1CC(=C)C	0	-15	-5	7	-2	-2	0.0	-7	1
O=C1CN(C(=O)COc2ccccc2F)c2ccccc2N1	0	-10	-11	-3	-3	-19	-0.4	-14	16
O=C(CN1CCCC1)N/N=C/c1ccc(-c2cccc(Cl)c2)o1	nt	0	-7	0	-18	-14	0.0	-18	-61
CC(Oc1ccc(F)cc1)C(=O)NN (stereo not given)	1	-4	5	0	-3	0	1.1	-9	5
Cn1cnc([N+](=O)[O-])c1Nc1ccc(O)cc1	1	-9	-4	0	-2	15	0.6	11	-7
COCc1nc2ccccc2n1CCCOc1ccccc1	0	-6	-4	-1	-4	-1	0.1	-7	21
COCCNC(=S)N/N=C(\C)c1ccc(Cl)c(Cl)c1Cl	-1	2	-16	-37	2	-4	1.0	6	2
CCN1CCCc2cc(CN(CCN3CCOCC3)C(=S)Nc3ccc(C)cc3)ccc21	-2	-4	-7	-18	0	-19	1.2	-5	-3
Cc1ccc(NC(=O)Nc2nnc(Cc3ccc([N+](=O)[O-])cc3)s2)cc1C	1	-7	28	2	-8	-8	9.9	1	-9
C1=CCC(/C=N/n2cnnc2)CC1 (stereo not given)	-1	-8	6	8	-2	2	2.6	2	-3
C=CCn1c(SCC(=O)Nc2ccc(N(C)C)cc2)nnc1-c1cccc(C)c1	-1	-22	-2[fluorescence artefact?]	1	4	1	1.6	-10	4
COCC(=O)Nc1nnc(COc2ccc(Cl)cc2)s1	0	4	7	5	-4	12	-0.8	-24	4
CCn1c(=O)c(-c2ccccc2)c(O)c2ccccc21	-2	-1	7	-2	0	1	0.3	4	-4
O=C(CCNC(=O)c1ccccc1Cl)OCC(=O)c1ccccc1	0	-6	-3	-10	1	-42	0.9	-3	1
CCOC(=O)c1cnn(-c2nc(-c3cccc(F)c3)cs2)c1C(F)(F)F	0	1	2	1	1	-5	0.3	-7	0
CCCc1nc2sc3c(c2c(=O)n1NC(=O)CCCl)CCCC3	0	-17	-5	1	5	-13	-0.4	-18	13
CCOc1ccc(N2C(=O)CC(SCCN)C2=O)cc1 (stereo not given)	-1	-7	-6	1	0	-8	0.0	-4	5
O=C(NC1CCCC1)C(c1ccccc1)N(Cc1ccco1)C(=O)Cc1cccs1 (stereo not given)	-4	-19	-6	0	3	-8	-0.3	-1	3
N#C/C(=C\c1c(N2CCCCCC2)nc2ccccn2c1=O)C(=O)NCc1ccco1	75*	-8	0	-3	-3	-10	-0.5	-3	-20
COc1cc(NS(=O)(=O)c2ccc(N/C=C(\C=O)c3nc4cc(Cl)ccc4o3)cc2)nc(OC)n1	-1	-2	-7[fluorescence artefact?]	8	0	-88	0.6	-13	-40
COc1cc(C(C)=O)ccc1OCC(=O)c1cc(C)n(C2CC2)c1C	-1	-3	-8	-1	-1	-6	4.0	0	-12
O=C(O/N=C1\C(=O)N(c2ccccc2)c2ccccc21)C1CC1	-5	-4	3	26	-148	-22	5.8	-6	2
c1ccc(Oc2cccc(OCCCCSc3ncccn3)c2)cc1	-3	-10	-2	-12	-6	-6	0.4	1	38
c1ccc(-n2c(-c3ccncc3)nnc2-c2ccco2)cc1	2	-8	-2	-1	0	-7	-0.1	-26	0
COc1ccc(/C(O)=C2/C(=O)C(=O)N(CCN3CCOCC3)C2c2cccnc2)cc1OC (stereo not given)	0	4	-2	6	3	-10	0.1	-5	-17
CNC(=O)c1ccccc1-c1ccccc1	0	-3	6	-1	-2	-10	-0.1	-12	2
COc1ccccc1C(CCN(Cc1ccccc1)C(C)=O)c1ccco1 (stereo not given)	-2	nt	-1	24	-1	-16	-0.7	-5	5
CCn1c(SCC(=O)Nc2ccc(C(=O)OC)cc2)nc2cccnc21	0	3	-1[fluorescence artefact?]	9	0	-18	0.2	-9	5
CCCC(C(=O)NCc1ccco1)N(C(=O)CNS(=O)(=O)c1ccccc1)c1ccc(OC)cc1 (stereo not given)	nt	-12	-4	13	nt	-1	-1.5	-5	8
CCOc1ccc(-c2nnn(CC(=O)Nc3cc(OC)cc(OC)c3)n2)cc1OCC	-3	-16	-8[fluorescence artefact?]	3	2	1	3.7	-22	-5
Cc1nc2ccccc2c(=O)n1NC(=O)Cc1ccc(Br)cc1	-2	-12	-7	-1	1	-4	0.1	-9	2
CC(C)[C@H](NC(=O)c1ccccc1)C(=O)OCC(=O)c1ccccc1F	1	-8	1	6	0	8	2.4	-1	-3
Cc1ccc(/C=N/NC(=O)CNC(=O)COc2ccc(Cl)cc2)o1	-1	-6	-13	9	-2	-4	1.3	-1	6
Cc1c(Cl)c([N+](=O)[O-])nn1CC(=O)NC1CCCCC1	-1	-8	5	-1	0	-2	-0.1	-4	-3
Cc1nnc(SCc2ccc(C(=O)O)cc2)s1	1	-17	4	0	0	-12	-0.2	-15	-5
O=C(CCN1C(=O)c2ccccc2C1=O)Nc1nc2ccccc2s1	1	-4	-9	1	-1	-2	-0.6	-14	9
Cc1ccc(-n2nnnc2SCc2nnc(-c3ccccc3Br)o2)cc1	-2	-25	-21	1	2	-36	1.6	-6	-3
O=C(Cc1csc(-c2ccccc2)n1)NCc1ccc(F)cc1	0	-10	6	3	-1	-4	-0.2	-23	3
CCC(=O)N1CCc2cc(S(=O)(=O)NC(C(=O)NC(C)c3ccccc3)C(C)C)ccc21 (stereo not given)	-4	9	9	-1	1	-20	-0.2	4	0
Cn1ccnc1Sc1nc2c(c(=O)n(C)c(=O)n2C)n1C	-2	-6	-2[fluorescence artefact?]	0	-1	-5	2.2	-9	14
O=C(CSc1nc2ccccc2n1S(=O)(=O)c1ccccc1)N1CCCC1	1	-5	-3	5	-1	-26	-0.1	-6	2
COc1cc2nc(CN3CCOCC3)n(CC(=O)N3CCCCCC3)c(=O)c2cc1OC	1	-13	-3	18	0	8	0.2	-4	0
COc1cc(C(c2sc3nc(C)nn3c2O)N2CC(C)CC(C)C2)cc(OC)c1OC (stereo not given)	nt	-9	7[fluorescence artefact?]	3	-2	-1	-0.4	-11	0
CC1CCC(C(C)C)C(OC(=O)CSc2n[nH]c(=O)[nH]c2=O)C1 (stereo not given)	-1	3	1	0	-4	4	3.0	-13	-16
Cc1cccc(Oc2nc(-c3cccc([N+](=O)[O-])c3)nc3ccccc23)c1C	2	-14	-5	-1	2	-8	0.4	5	-8
CCCN1C/C(=C/c2ccc3c(c2)OCO3)C(=O)/C(=C/c2ccc3c(c2)OCO3)C1	-7	8	-4	1	-16	-33	1.8	-15	-11
CCOC(=O)c1cc(-c2ccccc2)sc1N	9	-15	13[fluorescence artefact?]	0	18	0	1.4	9	-4
CC(=O)Nc1ccc(NC(=O)Nc2cccc(C)c2C)cc1	-2	2	-11	20	2	-2	3.3	-12	-4

More records
SMILES	Runt-CBFb FRET	MDM2 E3 inh	14-3-3 Bad inh	Hck-Nef inh	Runt-SMMHC FRET	NCF1 inh	zVAD death inh	EBV gp42 inh	Tb hexokinase
Cc1ccc(C(NC(=O)/C=C\c2ccc3c(c2)OCO3)C(=O)Nc2ccc3c(c2)OCO3)cc1 (stereo not given)	2	-6	-12	2	-4	-19	2.7	0	-24
Cc1ccc2c(c1)c(C)c(C)n2CC(O)CN1CCCCC1C (stereo not given)	2	-12	4[fluorescence artefact?]	1	-2	-12	0.8	-8	7
O=C(N/N=C/c1cccc(OCC(=O)N2CCCC2)c1)C(=O)Nc1ccccc1F	-1	-6	-9[fluorescence artefact?]	5	4	0	0.2	-11	-6
COc1ccccc1Nc1ncnc2ccccc12	0	-13	-7	1	-1	3	0.5	-15	-25
CCn1c(SCC(=O)Nc2ncc(C(F)(F)F)cc2Cl)nnc1-c1ccccc1	2	-6	5	1	0	-1	0.2	-19	4
CCN(C(=O)CN1CCN(c2cccc(C(F)(F)F)c2)CC1)c1c(N)n(Cc2ccccc2)c(=O)[nH]c1=O	-5	-7	-12	23	3	-9	0.5	-20	0
CCc1nn(CC(=O)NCCCN(CC)CC)c(=O)c2cc3sc(C)cc3n12	-1	-13	-1	30	0	-2	-0.4	-13	-8
COC(=O)CCCNc1ncccc1[N+](=O)[O-]	0	4	-7	17	-1	-5	3.0	-25	-5
Cn1c(SC2C(=O)CC(C)(C)CC2=O)nnc1-c1ccco1	-1	-16	36	-2	-5	-6	0.6	-7	-2
O=C(c1cccc(S(=O)(=O)N2CCOCC2)c1)N(CCO)Cc1ccccc1	0	-24	-2	1	-5	-16	0.2	-12	2
CC(=NCc1ccco1)c1c(C(F)(F)F)[nH]n(-c2nc3ccccc3s2)c1=O	0	-8	-3	0	-1	-18	0.5	-4	-11
